Assay outcomes from PubChem BioAssay.
EPAC1 antag – blocks human EPAC1 exchange factor; O95398; EPAC1 GEF assay, Rap1b-BODIPY-GDP exchange fluorescence; actives 0.14% (n = 360,000); Potency, µM (highest dose often 115 µM), without a hit: top-dose activity change, negative = inhibition, actives largely listed as inhibitors;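 note: potency is the fitted concentration of half-maximal effect; plate controls were vehicle for no effect and positive control for full effect; nearly all actives have a fitted effect of over 50% in size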
PI5P4K alpha inh – blocks human PI5P4K alpha kinase activity; PI5P4Kalpha enzyme, ADP-Glo luminescence, 60 min; hits give low values; P48426; max response, %; actives 1.2% (n = 330,000); active = max response of -50% or lower; inconclusive = between -30% and -50%; inactive = -30% or higher; note: value at the top dose of about 77 µM; % is set by controls: 0 for no effect and ±100 for the full control effect
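Quantitative HTS of the MLSMR library against PI5P4Kalpha with substrate. ATP added last at 5 microM final; room temperature, 60 minutes. Remaining ATP depleted, ADP converted and read as luminescence.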
IL2 activator – IL-2 activation | IL-2 activation reporter assay, cell-based qHTS; stimulated with anti-CD3/CD4/CD28 beads; in transgenic mouse T cells | activation, % (series mostly up to about 46 µM) | actives 0.065% (n = 360,000) | AID 652025; in the data active = activation above about 50%; inconclusive = mostly about 30% to 49%; note: 0% is about no effect
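Using fluorescent plate cytometry, EGFP and DsRed are detected in transgenic mouse T cells stimulated 18 h at 37 degrees C with antibody-coated beads after 60 min compound pretreatment.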
WRN helicase inh – inhibitors of human WRN helicase; Q14191; actives 0.46% (n = 360,000); WRN helicase unwinding, fluorescent forked duplex, kinetic; Potency, µM (top dose mostly 114 µM), inactives show at the top dose activity change, negative = inhibition, most hits filed as inhibitors; note: potency is the fitted concentration of half-maximal effect; % is set by controls: 0 for no effect and ±100 for the full control effect; nearly all actives have a fitted effect of over 55% in size
Target sequence (Q14191 whole entry, looked up): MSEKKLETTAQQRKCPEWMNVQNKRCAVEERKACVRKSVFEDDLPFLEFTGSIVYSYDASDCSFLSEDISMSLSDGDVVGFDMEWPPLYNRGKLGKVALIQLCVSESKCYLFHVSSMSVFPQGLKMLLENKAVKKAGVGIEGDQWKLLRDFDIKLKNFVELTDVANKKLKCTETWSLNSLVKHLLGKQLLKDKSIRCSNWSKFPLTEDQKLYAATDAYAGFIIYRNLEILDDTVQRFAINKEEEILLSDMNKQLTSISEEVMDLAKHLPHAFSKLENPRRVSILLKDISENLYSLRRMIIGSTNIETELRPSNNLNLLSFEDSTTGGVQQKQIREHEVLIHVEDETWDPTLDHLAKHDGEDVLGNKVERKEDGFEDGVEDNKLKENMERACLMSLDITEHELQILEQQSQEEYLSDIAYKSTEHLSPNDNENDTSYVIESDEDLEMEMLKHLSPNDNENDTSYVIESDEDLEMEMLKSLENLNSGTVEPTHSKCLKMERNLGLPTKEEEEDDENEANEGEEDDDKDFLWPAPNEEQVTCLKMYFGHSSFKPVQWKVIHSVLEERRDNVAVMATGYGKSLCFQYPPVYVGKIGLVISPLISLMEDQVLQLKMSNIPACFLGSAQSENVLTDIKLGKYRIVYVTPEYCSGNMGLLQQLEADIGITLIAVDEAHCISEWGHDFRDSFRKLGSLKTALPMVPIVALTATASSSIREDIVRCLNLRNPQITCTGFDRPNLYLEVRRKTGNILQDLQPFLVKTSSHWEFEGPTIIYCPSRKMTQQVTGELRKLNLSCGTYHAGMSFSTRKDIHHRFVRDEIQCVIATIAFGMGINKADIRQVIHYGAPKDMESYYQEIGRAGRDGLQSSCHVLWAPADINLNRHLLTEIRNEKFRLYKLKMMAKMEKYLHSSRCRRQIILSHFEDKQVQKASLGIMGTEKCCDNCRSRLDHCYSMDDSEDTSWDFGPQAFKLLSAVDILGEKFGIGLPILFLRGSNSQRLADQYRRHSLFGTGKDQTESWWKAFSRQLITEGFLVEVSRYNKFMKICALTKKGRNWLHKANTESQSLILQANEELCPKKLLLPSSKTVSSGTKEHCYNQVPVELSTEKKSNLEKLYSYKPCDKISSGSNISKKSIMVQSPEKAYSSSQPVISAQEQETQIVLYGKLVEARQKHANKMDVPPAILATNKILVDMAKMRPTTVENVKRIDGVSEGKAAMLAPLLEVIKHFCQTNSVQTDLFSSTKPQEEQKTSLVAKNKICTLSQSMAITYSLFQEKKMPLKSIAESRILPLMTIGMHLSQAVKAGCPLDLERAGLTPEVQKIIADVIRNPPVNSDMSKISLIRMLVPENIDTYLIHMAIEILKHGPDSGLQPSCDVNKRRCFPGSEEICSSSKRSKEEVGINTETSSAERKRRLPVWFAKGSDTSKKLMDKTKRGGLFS
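Fluorescence dequenching readout, ex 525 nm/em 598 nm, kinetic mode: forked duplex DNA (100 nM final) with adjacent fluorophore and quencher unwound by WRN (20 nM final) with 2 mM ATP. Compound preincubation 15 min, room temperature.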
Abeta rescue – compounds reversing amyloid beta toxicity in yeast; actives 0.063% (n = 410,000); yeast expressing A-beta42, growth rescue, OD600, 48 h; response scale: 0% DMSO, 100% iron-clioquinol control; Potency, µM (highest dose often 46.1 µM), for inactives: at the highest dose growth rescue, most hits filed as activators; note: potency is the fitted concentration of half-maximal effect; nearly all actives have a fitted effect of over 55% in size
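Growth rescue measured by 600 nm absorbance after 48 h yeast culture at 30 C with compound. Values normalized between DMSO and an equimolar ferric chloride plus clioquinol control.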
FUS suppressor – suppressors of FUS proteinopathy in yeast; S. cerevisiae FUS-expressing, growth rescue, OD600, 24 h; Potency, µM (highest dose often 76.6 µM), for the others: at the top dose growth rescue (activation), usual class: activators; actives 0.24% (n = 390,000); AID 1347120;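 note: potency is the fitted concentration of half-maximal effect; plate controls were DMSO vehicle for no effect and reference control for full effect; nearly all actives have a fitted effect of over 55% in size; some results filed as inactive show a strong effect at the top dose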
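Yeast expressing FUS under galactose induction, OD 0.005 in 2% galactose medium; compounds in a dilution series, 24 h at 30C. Growth rescue by absorbance at 600 nm; CP55940 positive control, DMSO negative.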
aSyn rescue – rescues yeast growth from alpha-synuclein toxicity | AID 652106 | actives 0.14% (n = 370,000) | Potency, µM (titrated, usually from 46.1 µM), for inactives: at the highest dose growth rescue (activation), hits mostly activators | Yeast expressing alpha-synuclein, growth rescue, BacTiter-Glo, 24 h; note: potency is the fitted concentration of half-maximal effect; % of control where 0% means no effect; nearly all actives have a fitted effect of over 65% in size
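Rescue of yeast growth: cells expressing toxic alpha-synuclein, induced in galactose at OD600 0.02, incubated with compound 24 h at 30 C. ATP luminescence quantified growth; inhibitors of toxicity appear as activators.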
PLK1 PBD block – inhibitors of human PLK1 polo-box domain binding; P53350; Plk1 PBD binding of FITC phosphopeptide, fluorescence polarization; Potency, µM, for the others: max response, negative = inhibition, most hits filed as inhibitors; actives 2.8% (n = 360,000); AID 720504; note: potency is the fitted concentration of half-maximal effect; series mostly up to about 57 µM; % is set by controls: 0 for no effect and ±100 for the full control effect; nearly all actives have a fitted effect of over 65% in size
EPAC1 ag – agonists of human EPAC1. Potency, µM (doses to about 154 µM), inactives show top-dose activation, usual class: activators. O95398. AID 720707. EPAC1 agonist qHTS, biochemical assay; response scale: 100% = response to 6.5 mM cAMP. actives 0.073% (n = 360,000); note: potency is the fitted concentration of half-maximal effect; nearly all actives have a fitted effect of over 60% in size
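Nucleotide exchange by EPAC1 (100 nM) on Rap1B–BODIPY-GDP (250 nM) in the presence of 50 uM GDP is tracked fluorescently at 480/540 nm over 30 min. Signals are normalized to a 6.5 mM cAMP control.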
Starred values were filed as active, the others as inactive; ? = inconclusive; nt = not tested or not shown; & = joins results of further samples; [ ] = dose if it differs, or a comment. Unless noted, calls come from the whole dose curve; as a rule, active = well fitted curve in the direction sought with a large enough effect; inconclusive = small, poorly fitted or top-dose-only effect, or another doubt; inactive = no such curve, though single readings can be large; an effect the other way counts as inactive or inconclusive.

Each structure is followed by: aSyn rescue, WRN helicase inh, EPAC1 antag, Abeta rescue, PLK1 PBD block, FUS suppressor, PI5P4K alpha inh, IL2 activator, EPAC1 ag
- CCC(C(=O)NCC1CCCO1)N(C(=O)CNS(=O)(=O)c1ccccc1)c1ccc(F)cc1 (stereo unspecified)
→ -1%, 3%, 22%, -10%, -12%, 27%, 6, -3.6, 4%
- CCOc1ccc(NC(=O)Nc2cccc(C)n2)cc1
→ -1%, -6%, -9%, -10%&-1%, -1%, 12%&-38%, 5, 0.8, -5%
- COc1ccc(-c2cc3ccccc3c(=O)o2)cc1
→ 0%, 3%, -10%, -11%, -12%, 1%, 2, -0.3, 2%
- Cc1ccc(S(=O)(=O)N(C)c2ccc(C(=O)Nc3ccc(C)cn3)cc2)cc1
→ -1%, -11%, -16%, -1%, 0%, 13%, 15, 0.4, 5%
- COc1ccc(-c2cc(C(=O)Oc3ccc([N+](=O)[O-])cc3)c3ccccc3n2)cc1
→ 0%, 4%, 0%, -28%, -11%, -9%, nt, -2.7, 0%
- CCC(Oc1ccccc1)C(=O)Nc1cc(C(F)(F)F)ccc1N1CCOCC1 (stereo unspecified)
→ -5%, 3%, -26%, 1%, -15%, 18%, 13, -2.6, 4%
- CS(=O)(=O)N1CCN(c2ccccc2NC(=O)CSc2ccc(Cl)cc2)CC1
→ 15%, -6%, -13%, -17%, ?, ?, 2, -0.2, 20%
- CCOC(=O)c1cnc(SC2CC(=O)N(c3ccc(OC)c(OC)c3)C2=O)nc1N (stereo unspecified)
→ -2%, 3%, 18%, -3%, -13%, 17%, nt, -0.3, 10%
- CCC(C)[C@H](NC(=O)N1CCC(C)CC1)C(=O)OC (stereo partly specified)
→ -3%, -13%, -8%, 5%, -2%, 0%, 7, -1.3, -7%
- CCN(CC)C(=O)CSc1ncnc2sc(-c3ccccc3)cc12
→ nt, -10%, -1%, 2%, 3%, 35%, 12, -2.3, 17%
- Cc1ccc(S(=O)(=O)Nc2ccc3cn[nH]c3c2)cc1C
→ 1%, -1%, -19%, 4%, -9%, 27%, -4, 0.3, 5%
- O=C1CCC(C(=O)OCc2nnc(-c3ccc(Br)cc3)o2)=NN1
→ -1%, -5%, -14%, -4%, -1%, -6%, -10, -0.1, 1%
- COC(=O)c1cc2cc(OC)ccc2n1C
→ 3%, -1%, 3%, 7%, -2%, -27%, -4, 0.3, -23%
- O=C(Nc1cccc2ccccc12)c1csc([C@@H]2C[C@H](O)[C@@H](CO)O2)n1
→ -3%, -6%, -5%, -15%, -10%, -20%, -7, -0.3, -12%
- CC(C)C(NS(=O)(=O)c1ccc(Br)s1)C(=O)O (stereo unspecified)
→ 3%, -17%, -5%, 3%, -3%, -20%, -1, -0.1, 2%
- Cc1ccc(-c2cc(=O)[nH][nH]2)c(C)c1
→ -8%, -2%, 6%, -2%, -1%, 19%, nt, -2.0, 1%
- C=CCC(COCc1ccccc1)NS(=O)(=O)c1ccccc1Br (stereo unspecified)
→ 2%, -1%, -7%, -10%, -2%, 14%, -1, -0.2, 8%
- Cc1ccc(NC(=O)CN(C)S(=O)(=O)c2cccc3nsnc23)cc1C
→ 9%, 1%, 7%, 1%, 0%, 15%, 2, -1.8, 1%
- COc1cc(Cl)c(C)cc1NC(=O)c1ccc(S(C)(=O)=O)cc1
→ 2%, 0%, 3%, ?, 6%, -20%, -2, -0.2, 13%
- CCCc1cc(C(=O)Nc2ccccc2C(=O)OC)no1
→ 5%, 0%, ?, -15%, 2%, 1%, 3, -2.5, -9%
- O=C(Cc1ccccc1)Nc1cc(C(=O)c2ccccc2)ccc1N1CCOCC1
→ nt, -12%, -10%, -16%, 0%, 8%, 13, -3.2, 2%
- CCOC(=O)c1ccc(NC(=S)NNC(=O)C2(C)CC2(Cl)Cl)cc1 (stereo unspecified)
→ 0%, -6%, 6%, 29%, -19%, 27%, 4, -0.6, -4%
- O=C(Nc1ccc2c(c1)OCO2)C1Cc2c(-c3ccncc3)ccnc2O1 (stereo unspecified)
→ -1%, -5%, 17%, 16%, -3%, -11%, -8, 0.3, -2%
- Cc1ccc(-c2nnc(NC(=O)Cc3ccc(F)cc3)o2)c(C)c1
→ 3%, 1%, -5%, nt, -1%, -12%, 0, 0.9, 8%
- COc1ccc(NS(=O)(=O)c2cc([N+](=O)[O-])ccc2N/N=C\c2c(C)[nH]c3ccccc23)cc1
→ -1%, -3%, 0%, -3%, 19%, 25%, 7, 4.5, 3%
- COc1ccc(C(C)=O)cc1CSc1nnc(Nc2ccc(C)cc2)s1
→ 0%, -20%, -29%, 9%, -5%, 2%, -1, -0.4, 3%
- CC1Cc2nc(SCC(=O)N3CCN(c4ccccc4)CC3)n(C)c(=O)c2S1 (stereo unspecified)
→ -19%, -2%, 3%, -4%, -6%, 12%, -4, -1.6, 9%
- O=C(c1ccccc1)c1ccc(OCCCCN2CCCCC2)cc1
→ -6%, -2%, -3%, -26%, -20%, 7%, -1, 5.7, 2%
- CC(=O)C1C(c2ccc(Br)cc2)C2C(C)=NN=C2CC1(C)O (stereo unspecified)
→ 1%, 0%, -7%, 10%, 0%, 11%, 0, -2.1, -6%
- Cc1ccc(OCC(O)CN2C(=O)NC(C)(C)C2=O)cc1 (stereo unspecified)
→ -7%, 15%, 5%, 14%, 1%, -22%, 0, -0.3, 1%
- O=C(c1ccc(C(F)(F)F)cc1)C1CCCN(C(=O)CN2C(=O)CSC2=O)C1 (stereo unspecified)
→ 8%, -12%, -9%, -5%, -6%, 3%, -2, -1.3, -4%
- Cc1ccc2c(c1)sc1nc(=O)n(-c3ccccc3)c(=O)n12
→ 1%, 0%, 10%, -6%, -2%, 9%, 1, 0.9, 2%
- CCOC(=O)Cn1nnnc1CN(Cc1ccccc1)Cc1cc2cc(CC)ccc2[nH]c1=O
→ 0%, -15%, -1%, 7%, 0%, -4%, nt, 0.6, 3%
- Cc1ccc(CN2CCC(Oc3cccc(C(=O)NCc4cccnc4)c3)CC2)o1
→ 1%, -5%, 0%, 11%, -18%, 37%, 0, -0.9, -4%
- COc1ccc(N2CCN(CC(=O)Nc3cc(C)on3)CC2)cc1
→ 0%, -4%, -4%, -9%, -8%, 5%, nt, 1.1, 2%
- COc1ccc(C(=O)CC(=O)c2ccc(C)cc2)c(O)c1
→ 14%, 4%, -11%, -18%, 4%, -3%, 42, -1.4, 8%
- Cc1ccc2c(c1)N(CC(=O)NC1CCCCC1C)C(=O)CO2 (stereo unspecified)
→ nt, 3%, 4%, 10%, -1%, 11%, 0, 0.5, 2%
- COc1ccc(OC)c(NC(=O)C2CC(=O)N(CCc3ccccc3)C2)c1 (stereo unspecified)
→ 7%, 6%, -2%, 5%, -1%, 17%, -18, -0.1, -3%
- COc1ccc(-c2noc(CN(C)S(=O)(=O)c3ccc(Cl)cc3)n2)cc1OC
→ 8%, -10%, -8%, -3%, -12%, 23%, nt, -3.5, 14%
- NS(=O)(=O)c1ccc(NC(=O)CCC(=O)c2cccs2)cc1
→ -1%, -10%[57.1 µM], -4%, 8%, -4%, 8%, -13, 2.2, 3%
- O=C(Nn1cnc2ccccc2c1=O)C1CCCCC1
→ -1%, -7%, 1%, 3%, -2%, -6%, nt, -1.3, 5%
- CCNC(=O)c1ccc(C2SCC(=O)N2CCc2ccccc2)cc1 (stereo unspecified)
→ 3%, -28%[57.1 µM], -18%, -9%, -2%, -1%, 0, -2.6, 2%
- COc1ccc2c(C=O)cn(C)c2c1
→ 1%, -3%, 7%, -4%, 2%, 8%, 9, -1.6, 0%
- CCCNC(=O)C1(C)CCCN(Cc2ccccc2Cl)C1 (stereo unspecified)
→ -4%, 5%, -5%, 2%, -2%, -26%, 1, 0.4, -1%
- Cn1c2ccccc2c2cc(/C=N/NC(=O)c3ccccc3F)ccc21
→ 0%, 6%, -28%, -29%, -21%, ?, 4, -1.1, 4%
- CC1(OC(=O)c2cccs2)C(=O)C=C2C=C3CCCN3C=C2C1=O (stereo unspecified)
→ -8%, ?, -27%, 0%, ?, ?, -60*, 0.2, 3%
- O=S(=O)(NCc1cc(-c2ccccc2Cl)no1)c1ccc(Cl)cc1
→ ?, -12%, -10%, -24%, 3.8µM*, 11%, ?, -3.2, 28%
- Cc1cccc(CS(=O)(=O)Cc2ccc(C(=O)NCCCN3CCCC3)o2)c1
→ -2%, 5%, 12%, 4%, -7%, 10%, nt, -3.0, 3%
- Cc1ccc(-n2nnnc2-c2cnc(N3CCCC3)nc2C(F)(F)F)cc1
→ 9%, -6%, -17%, 2%, 3%, 39%, 9, -4.0, 3%
- COc1cc(/C=N/NC(=O)c2cccnc2)ccc1OS(=O)(=O)c1cc(C)ccc1C
→ 7%, -4%, -8%, 7%, -12%, 9%, 1, -3.6, 10%
- CCNc1nc(N)nc(Oc2ccc(OCCOc3ccc(Cl)cc3Cl)nn2)n1
→ 1%, -5%, 0%, 2%, -4%, 36%, nt, -2.4, 6%
- C/C(=N\O)c1oc2ccc3c(C)cc(=O)oc3c2c1C
→ -6%, -5%, 1%, -3%, 0%, -32%, -3, 10, 11%
- O=C(O)c1ccc(Cn2cnc3scc(-c4ccccc4)c3c2=O)cc1
→ 14%, 1%, 18%, 17%, 9%, -8%, 3, -1.4, -4%
